TCR act = activates T cell receptor signaling. primary human leukocytes, anti-CD3, IL-2 HTRF, 48 h. Potency, µM (highest dose often 9.22 µM), for the others: top-dose activation of IL-2 secretion, actives largely listed as activators. 330,000 tested, under 10 active. AID 504894; also: % of control where 0% means no effect
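1) Mix primary human leukocytes, a-CD3 beads and compound. 2) Incubate 48 hr. 3) Add HTRF IL-2 reagents (a-IL-2-K, a-IL-2-d2).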
USP2a block = USP2a (human) protease inhibition; O75604; USP2 core, Ub-CHOP2 coupled fluorogenic reporter, 485/531; Potency, µM (doses to about 38.3 µM), without a hit: top-dose activity change, negative = inhibition, hits mostly inhibitors; 330,000 compounds, 0.01% hits;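 also: potency is read from the fitted curve at half-maximal effect; plate controls were DMSO wells for no effect and full inhibition by NEM control for full effect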
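Cell-free coupled assay: 10nM USP2 core preincubated 30min RT with compound in Tris-HCl pH 8.0/CaCl2/CHAPS buffer, then 25nM Ub-CHOP2 and 25nM reporter substrate; fluorescence (Ex 485/Em 531) read after 60min RT, normalized to NEM inhibition, concentration-response curves fitted.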
uPA surface inh = cell surface uPA generation inhibition | Potency, µM (series often up to 38.3 µM), for inactives: top-dose activity change, negative = inhibition, actives largely listed as inhibitors | 330,000 compounds, 0.31% hits | AID 540303 | cell surface uPA generation assay, qHTS; active = well fitted inhibition curve with a large enough effect; inconclusive = small, poorly fitted or top-dose-only effect; inactive = no such curve, though single readings can be large or run the other way; tested in mouse RAW 264.7 cells; also: potency is read from the fitted curve at half-maximal effect; % is scaled to controls: 0 for no effect and ±100 for the full control effect; nearly all actives have a fitted effect of over 55% in size
Eya2 inh = blocks the phosphatase activity of human Eya2. 330,000 compounds, 0.006% hits. recombinant Eya2, OMFP fluorescence dephosphorylation (OMFP is methylfluorescein phosphate). O00167. Potency, µM (top dose mostly 76.9 µM), for the others: at the highest dose activity, negative = inhibition, actives largely listed as inhibitors; also: potency is read from the fitted curve at half-maximal effect; % is scaled to controls: 0 for no effect and ±100 for the full control effect
Target sequence (O00167 whole entry, looked up): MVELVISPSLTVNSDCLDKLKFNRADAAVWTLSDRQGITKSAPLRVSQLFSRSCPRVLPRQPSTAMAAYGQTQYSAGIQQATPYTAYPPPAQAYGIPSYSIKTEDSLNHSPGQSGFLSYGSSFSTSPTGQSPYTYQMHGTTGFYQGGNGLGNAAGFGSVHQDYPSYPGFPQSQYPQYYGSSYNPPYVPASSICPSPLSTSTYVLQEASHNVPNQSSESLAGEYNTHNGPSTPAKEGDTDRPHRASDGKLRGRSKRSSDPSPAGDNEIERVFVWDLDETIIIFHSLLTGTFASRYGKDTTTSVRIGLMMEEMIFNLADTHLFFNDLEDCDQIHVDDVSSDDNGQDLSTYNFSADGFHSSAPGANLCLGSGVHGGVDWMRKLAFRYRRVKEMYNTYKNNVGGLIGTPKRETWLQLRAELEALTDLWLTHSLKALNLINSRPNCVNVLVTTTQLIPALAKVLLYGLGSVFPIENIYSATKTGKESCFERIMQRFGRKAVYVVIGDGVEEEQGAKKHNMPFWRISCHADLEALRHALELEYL
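Eya2 (0.2 uM) preincubated 10 min at ambient with compound, then OMFP substrate added at 50 uM; 10 min reaction in 50 mM HEPES pH 7.5, 50 mM NaCl, 5 uM MgCl2, 0.05% BSA, 1 mM DTT. Fluorescence read at Ex 485/Em 525 nm.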
Chronic BCR inh = chronic active BCR signaling inhibition | ABC-DLBCL IkBa-CBG/CBR reporter, luminescence ratio, 4 h | Potency, µM (highest dose often 46.1 µM), for inactives: top-dose ratio change, negative = lower green/red ratio, hits mostly inhibitors | 340,000 compounds, 0.05% hits | AID 493014; active = well fitted inhibition curve with a large enough effect in the signal ratio, with a control signal flat, not every such curve was filed as active; inconclusive = small, poorly fitted or top-dose-only effect, or effect the other way, or a change in a side signal; the % refers to the signal ratio;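 also: potency is read from the fitted curve at half-maximal effect; plate controls were basal doxycycline-induced cells for no effect and cells given 10 µM MG132 for full effect; MG132 reads +100%, hits lower the ratio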
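Concentration-response series (up to 46 uM) were applied to TMD8 dual-reporter cells for 4 h at 37C with doxycycline. Green/red ratio, after filter-overlap correction, defined %Activity; red signal alone was normalised to basal cells and zero luminescence.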
Mito fusion act = blocks mitochondrial division or promotes mitochondrial fusion | S. cerevisiae fusion-defective mutant growth rescue, CellTiterGlo 48 h | Potency, µM (series often up to 46.1 µM), for inactives: at the highest dose growth rescue (activation), actives largely listed as activators | 320,000 compounds, 0.23% hits;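 also: potency is read from the fitted curve at half-maximal effect; % of control where 0% means no effect; nearly all actives have a fitted effect of over 45% in size; temperature-sensitive fusion mutants such as fzo1-1 at 37 °C on non-fermentable ethanol glycerol medium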
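Luminescent cell viability in 1536-well qHTS format served as the measure of rescued growth in ts fusion-mutant S. cerevisiae cultured on non-fermentable YPEG for 48 hours at 37C.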
B2AR arrestin = beta2AR (human) beta-arrestin recruitment activity; P07550; beta-arrestin recruitment to beta2AR, cell-based reporter; Potency, µM (highest dose often 46.1 µM), for inactives: top-dose activation, hits mostly activators; 330,000 compounds, 0.02% hits;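 also: potency is read from the fitted curve at half-maximal effect; 0% = DMSO controls and full agonism = EC100 isoproterenol or metaproterenol; nearly all actives have a fitted effect of over 65% in size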
Target sequence (P07550 whole entry, looked up): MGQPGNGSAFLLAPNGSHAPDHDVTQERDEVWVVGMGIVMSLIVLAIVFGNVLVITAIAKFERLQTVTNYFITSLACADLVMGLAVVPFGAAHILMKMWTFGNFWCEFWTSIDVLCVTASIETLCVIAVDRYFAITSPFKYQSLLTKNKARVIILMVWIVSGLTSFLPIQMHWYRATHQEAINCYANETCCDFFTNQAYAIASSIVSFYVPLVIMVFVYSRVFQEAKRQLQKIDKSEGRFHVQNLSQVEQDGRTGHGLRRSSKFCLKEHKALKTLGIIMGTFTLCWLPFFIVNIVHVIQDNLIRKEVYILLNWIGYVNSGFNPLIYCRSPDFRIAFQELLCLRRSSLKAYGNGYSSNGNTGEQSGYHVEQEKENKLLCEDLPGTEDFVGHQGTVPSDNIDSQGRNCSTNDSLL
Tb PFK inh = blocks T. brucei phosphofructokinase; 330,000 compounds, 0.17% hits; Potency, µM (titrated, usually from 57.5 µM), inactives show at the highest dose activity, negative = inhibition, most hits filed as inhibitors; T. brucei PFK, ADP-Glo luminescence; O15648;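 also: potency is read from the fitted curve at half-maximal effect; 0% = uninhibited 1x PFK enzyme wells and -100% = no-enzyme wells; nearly all actives have a fitted effect of over 60% in size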
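ADP-Glo luminescence quantified ADP after 45 min at room temperature, with 1.25 nM T. brucei PFK, 0.1 mM ATP and 0.5 mM fructose-6-phosphate in pH 8.0 TEA buffer. qHTS titrations up to 57 µM; curves classified by quality.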
ELG1 repair inh = ELG1-dependent DNA repair inhibition | Potency, µM (series often up to 46.1 µM), for inactives: at the top dose activity change, negative = inhibition, actives largely listed as inhibitors | AID 504467 | 330,000 compounds, 2.3% hits | HEK293T ELG1-luciferase reporter, luminescence, 16 h; DNA damage induced by 5-fluorouridine; also: potency is read from the fitted curve at half-maximal effect; % is scaled to controls: 0 for no effect and ±100 for the full control effect; nearly all actives have a fitted effect of over 55% in size
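In this reporter screen, reduction of luminescence relative to DMSO vehicle indicated activity. Compounds and 5-fluorouridine were added together to 2,000 cells per well, incubated for 16 hr at 37 °C, then developed with ONE-Glo.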
TSHR antagonist = blocks TSH signaling through the human TSH receptor; TSHR-expressing cells, TSH-stimulated cAMP HTRF, 2 h; hits give low values; AID 504810; activity change, negative = inhibition, % at 11.5 µM; 330,000 compounds, 0.2% hits; P16473;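 active = activity change below a set negative limit, meaning inhibition stronger than a set level, cut at about -70% in these data; inconclusive = activity change between two set negative limits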; also: % is scaled to controls: 0 for no effect and ±100 for the full control effect
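TSHR-expressing cells were treated with compounds, then stimulated with TSH at EC80 (4nM final) for 2 hours at 37 deg C. Cellular cAMP was measured by HTRF competition between lysate cAMP and cAMP-d2 for a cryptate-labelled anti-cAMP antibody.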
PTAP TSG101 blk = blocks PTAP/TSG101 interaction to inhibit HIV-1 budding. Fluorescence polarization, FITC-PTAP peptide / Tsg101 binding. Potency, µM (highest dose often 115 µM), for the others: top-dose activity change, negative = inhibition, most hits filed as inhibitors. 340,000 tested, under 10 active; active = well fitted inhibition curve with a large enough effect in the main read-out, with a control signal flat, not every such curve was filed as active; inconclusive = small, poorly fitted or top-dose-only effect, or effect the other way, or a change in a side signal; inactive = no such curve, though single readings can be large or run the other way; also: potency is read from the fitted curve at half-maximal effect; % of control where 0% means no effect
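Fluorescence anisotropy tracks displacement of a FITC-tagged PTAP peptide (50 nM) from the Tsg101 binding domain (10 uM), following a 20 min room-temperature incubation at pH 7.5.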
Active calls of the source: *; ? = inconclusive; · = not tested or not shown; & = joins results of further samples; [ ] = dose if it differs, or a comment. Unless noted, calls follow the shape of the dose curve; as a rule, active = well fitted curve in the direction sought with a large enough effect; inconclusive = small, poorly fitted or top-dose-only effect, or another doubt; inactive = no such curve, though single readings can be large; an effect the other way counts as inactive or inconclusive. An unsorted share of the library (roughly 3% active in at least one column).

mol	TCR act	USP2a block	uPA surface inh	Eya2 inh	Chronic BCR inh	Mito fusion act	B2AR arrestin	Tb PFK inh	ELG1 repair inh	TSHR antagonist	PTAP TSG101 blk
CCc1ccccc1N(CC(=O)N1CCCCC1)S(=O)(=O)c1ccccc1	3%	-2%	-21%	3%	9%	9%	-0.6%	1%	1%	-5	-7%
CCOc1ccc(Cc2nnc(N)s2)cc1OCC	4%	0%	-13%	12%	-3%	-3%	-0.5%	0%	?	-8	-1%
CCCC[C@@H]1CNC(=O)C(=O)N1CCc1cc(C(F)(F)F)cc(C(F)(F)F)c1	-4%	-1%	8%	-2%	-9%	-7%	-0.3%	3%	0%	-11	-4%
O=C(Nc1ccc(F)cc1F)c1ccc2c(c1)OCCO2	-3%	2%	-10%	12%	?	3%	0.1%	-11%	?	19	0%
C=CCn1c(N)c(S(=O)(=O)c2cccs2)c2nc3ccccc3nc21	-27%	1%	9%	-6%	?	1%	-0.1%	2%	2%	-4	-1%
COc1ccc(C(=O)NCC(=O)N/N=C/C=C/c2ccccc2)cc1OC	3%	7%	6%	-3%	?	9%	0.1%	-4%	21%	4	-7%
Cc1ccc(-c2nnc(NCc3nc4ccccc4[nH]3)c3ccccc23)cc1S(=O)(=O)N1CCCCC1	5%[46.1 µM]	-8%	-3%	-14%	?	-5%	-0.4%	-6%	8.2µM*	4	-4%
CCCCN(CCCC)CCNC(=O)CN1C(=O)CSc2ccc(S(=O)(=O)N3CCCCC3)cc21	-1%	0%	0%	-4%	-3%&3%	2%	-0.8%	2%	18%	0	-4%
CCOC(=O)CCNc1n[nH]c(=O)[nH]c1=O	-2%	2%	2%	-21%	3%	-2%	0.2%	-6%	-11%	-2	-4%
CCCCN(CC)CCNC(=O)Cn1cnc2sc(C)c(S(=O)(=O)N3CCC(C)CC3)c2c1=O	5%	1%	4%	-3%	-4%	6%	-0.3%	0%	26%	6	0%
COc1ccc(-c2ccc([C@H]3[C@H]4C=CC[C@@H](C)[C@@H]4C(=O)N3Cc3ccccc3)c(F)c2)cc1OC	-6%	7%	-15%	-8%	1%	-25%	0.0%	-1%	?	6	0%
CC1(C)CC(=O)C(CS(=O)(=O)c2ccccc2)=C(O)C1	4%	1%	9%	1%	?	0%	0.2%	4%	-2%	-3	-2%
COc1ccc(C(=O)NCCNc2nc3c(C)cccc3cc2C#N)cc1OC	3%	1%	-12%	4%	?	6%	-0.5%	-2%	?	-6	0%
CCCn1c(SCC(=O)NC2CCCC(C)C2C)n[nH]c1=O (configuration not stated)	1%	-1%	-1%	-5%	-4%	1%	0.1%	-6%	1%	-1	-3%
CN(C)C1=NCCN1CC1CCCCCC1	2%	1%	-5%	1%	2%	-5%	0.1%	0%	-4%	-5	-7%
Cc1nc(S(=O)(=O)Nc2ccccc2C(=O)NCC2CC2)cn1C	2%	7%	2%	8%	0%	-3%	-0.5%	-4%	-13%	4	2%
COc1ccc(Nc2nc(N)nc(CN3CCC(C)CC3)n2)cc1	-9%	11%	-3%	-9%	10%	-16%	-0.1%	-3%	?	8	1%
CC(NC(=O)COc1ccccc1)C(c1ccccc1)N1CCN(C)CC1 (configuration not stated)	-14%	3%	14%	20%[15.4 µM]	?	-1%	-0.4%	-2%	7%	26	0%
CC(C)(C)S(=O)(=O)c1cnc(-c2cnccn2)nc1N	2%	0%	2%	2%	5%	2%	0.0%	6%	22%	14	-2%
CSc1ccc(/C=N/N2CCN(Cc3ccc(C)cc3C)CC2)cc1	2%	3%	14%	-19%	3%	4%	-0.2%	-8%	-27%	-13	0%
COc1cccc(C2=NOC(C(=O)Nc3ccc(C(C)=O)cc3)C2)c1 (configuration not stated)	4%	-1%	·	-33%	-15%	0%	0.2%	-1%	?	-3	-3%
CN(c1cccc(NC(=O)c2cccc([N+](=O)[O-])c2)c1)S(C)(=O)=O	-3%	3%	20%	-13%	5%	0%	-0.4%	-2%	?	1	-2%
O=C(CSc1nnc2ccccn12)Nc1ccccc1C(=O)O	5%	-4%	3%	-14%	?	-1%	-0.4%	9%	14%	5	-1%
Cc1ccc(CNc2nc3ccccc3n2C)o1	·	1%	-1%	-4%	0%	-6%	5.2%	-2%	?	3	0%
CC1CCc2sc(C(=O)NCC(C)(C)N3CCOCC3)cc2C1 (configuration not stated)	8%	2%	-13%	8%	2%	13%	0.0%	0%	14%	-1	1%
C[C@@H](C(=O)N1CCN(Cc2ccc3c(c2)OCO3)CC1)n1nnc2ccccc2c1=O	2%	-3%	1%	8%	-1%	3%	0.5%	3%	-19%	-2	-1%
NC(=O)NC(=O)CSc1cccc(C(F)(F)F)c1	-8%[46.1 µM]	-2%	3%	-7%	0%	-2%	0.1%	-3%	?	8	-7%
CCn1c(SCC(=O)N2CCCCCC2)nc2c(c1=O)SCC2	1%	1%	5%	-8%	8%	2%	0.5%	-1%	-16%	-1	·
O=C(O)CC1S/C(=N/N=C/C=C/c2ccccc2)NC1=O (configuration not stated)	-3%&0%[46.1 µM]	5%&1%	-9%&-2%	0%&-5%	?	-4%&1%	-0.6%&-0.6%	8%&-1%	11%&14%	0&15	-1%&-2%
Cc1nc2ccccc2c(=O)n1/N=C/c1ccccc1	-1%	0%	-7%	-4%	?	-1%	-0.8%	1%	?	30	-11%
Cc1cc(C)c2c(c1)/C(=N/NS(=O)(=O)c1ccccc1)CCC2	-20%	-1%	1%	-28%	-4%	6%	-0.6%	1%	-12%	7	1%
N/C(Cc1ccc(Cl)cc1Cl)=N\OC(=O)c1cccs1	·	9%	0%	-7%	?	-32%[inhibitor]	0.1%	-9%	28%	-17	-8%
O=C(Nc1nc2ccc(S(=O)(=O)N3CCCCC3)cc2s1)c1cccnc1	4%	0%	·	0%	?	6%	-0.1%	3%	10%	-7	8%
Brc1ccc(-c2cn3c(n2)SCC3)cc1	-2%	1%	-5%	-5%	?	16%	-0.5%	-23%	?	12	-5%
CCCCN(C)CCCNC(=O)C1CCC(CNS(=O)(=O)c2c(C)cc(C)cc2C)CC1 (configuration not stated)	4%	1%	9%	-21%	?	11%	0.1%	9%	11%	3	-1%
CCN(CC)C(=O)Cn1cc(C(=O)C(=O)Nc2ccc3c(c2)OCCO3)c2ccccc21	2%	-6%	-11%	-11%	?	-1%	-0.8%	-12%	?	-5	-4%
C=CCOc1ccc(C2/C(=C(\O)c3ccc(F)cc3)C(=O)C(=O)N2CCCN(C)C)cc1 (configuration not stated)	-2%	-1%	2%	21%	5%	0%	-0.7%	1%	?	-2	-9%
CCOC(=O)COn1c(=O)c(=O)n(O)c2ccccc21	-1%	1%	6%	11%	0%	3%	-0.9%	-2%	13%	-12	-4%
C(=N\n1cnnc1)/c1cn(Cc2ccccc2)c2ccccc12	·	4%	-5%	6%	1%	6%	-0.2%	-8%	5%	-5	-3%
O=C(Cn1cnc2ccccc2c1=O)NCCC(=O)N1CCN(Cc2ccccc2)CC1	3%	1%	·	4%	-4%	4%	0.2%	-2%	-2%	2	-1%
COc1cc([N+](=O)[O-])cc2cc(C(=O)NC(C)(C)C)c(=O)oc12	0%	2%	-2%	1%	1%	5%	-0.6%	-1%	8%	2	-1%
CCCCN1CCNC[C@@H]1c1ccccc1	-2%	1%	8%	7%	-8%	-9%	0.2%	5%	26%	-3	2%
CN(C(=S)Nc1ccccc1F)C1(c2ccccc2Cl)CCCCC1=O (configuration not stated)	-1%	1%	·	6%	-20%	13%	0.2%	-3%	0%	1	-6%
CCN(CC)S(=O)(=O)c1ccc(C(=O)N2CCN(CCN3C(=O)c4cccc5cccc(c45)C3=O)CC2)cc1	·	-1%	·	6%	4%	2%	0.2%	4%	4%	3	·
CC(C)CC(NS(=O)(=O)c1ccc2[nH]c(=O)c(=O)[nH]c2c1)C(=O)O (configuration not stated)	-2%	0%	1%	?	5%	13%	-0.3%	-2%	14%	5	0%
O=C(Nc1cc(Cl)cc(Cl)c1)C1CC(=O)N(C2CCCC2)C1 (configuration not stated)	-2%	-1%	?	-8%	?	14%	0.5%	?	14%	-13	0%
Cc1cc(C(=O)Nc2nncs2)oc1C	4%	-2%	5%	-9%	-1%	0%	-0.4%	5%	21%	-18	-4%

Screens (PubChem)
